Source: PubChem (Broad Institute)
Cneo AK release: causes C. neoformans cell lysis; adenylate kinase release luminescence, 4 h; normalised: neutral wells 0, clomiphene wells 100; lysis activity, % at 15 µM; 360,000 compounds, 0.2% hits; AID 651654;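 active = mean lysis activity across replicates of at least 80%, whatever share of replicates individually reach that level; inactive = mean lysis activity below 80%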
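Assay system: C. neoformans cells. Amount: yeast cell density of 5 × 10^6 cells/mL. Technique: AK luminescence. Buffer or medium: YPD. Times: static 4 h at 37 °C with compound, 1 h detection. Dosing: single-point compound dose. Read-out: lysis from increased AK signal.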
GSIS activator: GLuc luminescence reporter in INS-1E cells, primary screen for activators of glucose-dependent secretion of insulin; activation, % at 16.6 µM; INS-1E GLuc reporter insulin secretion, 2-3 h; 370,000 compounds, 0.61% hits;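 active = lowest replicate activation of at least 40%, so every replicate reaches that level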;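 also: 0% = median of neutral control wells and 100% = median of IBMX positive control wells; some compounds called inactive have numbers as strong as hits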
FN deposition inh: fibronectin deposition inhibition; AH1F fibroblasts, Alexa488-fibronectin deposition fluorescence, overnight; inhibition, % at 12.6 µM; 350,000 compounds, 0.086% hits; AID 743247;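 active = mean inhibition across replicates of 30% or more, regardless of how many single replicates reach that level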;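 also: positive control wells lacked labelled fibronectin entirely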
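Test system: AH1F fibroblast monolayer depositing Alexa488-labelled fibronectin into matrix. Input: 10000 cells per well. Technique: fluorescence, ex 485 nm, em 525 nm. Buffer or medium: DMEM plus 2% serum, read in PBS. Timing: 1 h cell adhesion before compound, then overnight fibronectin incubation. Compound: single dose, pinned. Read-out basis: inhibition from reduced deposited-fibronectin fluorescence.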
PGC1a acetyl inh: lowers PGC1a acetylation signal in U2OS cells; AlphaScreen anti-acetyl-lysine; with virally co-expressed GCN5 acetyltransferase; inhibition, % at 15.6 µM; 350,000 compounds, 0.17% hits;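 active = every replicate shows inhibition of at least 40%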;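 also: 0% = neutral control wells and 100% = positive control wells; some results beyond the cut were filed as inactive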
miR-122 sensor: blocks miR-122 activity in Huh7 sensor cells | Huh7 miR-122 Renilla luciferase sensor, 48 h; neutral wells = 0, positive control = 100 | activation (reporter increase), % at 12.5 µM | 340,000 compounds, 0.3% hits | AID 602342;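 active = mean replicate activation score at least 90 and every replicate individually at or above 90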;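 also: higher luciferase means less miR-122 activity so hits act as miR-122 inhibitors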
PglD inh: PglD (C. jejuni) enzyme inhibition. 360,000 compounds, 0.098% hits. inhibition, % at 12.5 µM. purified PglD enzyme, DTNB colorimetric CoA detection. AID 602405; in the data active = inhibition above about 16%, passing the limit was not always enough; also: strong numbers were not always called active
F508del corr: correctors of CFTR F508del function in bronchial epithelial cells; CFBE cells, YFP halide quenching; stimulated with forskolin plus potentiator P3; % fluorescence drop versus neutral controls; 350,000 compounds, 0.36% hits; AID 720511; activity (quench increase), % at 7.58 µM;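 active = mean added fluorescence quench of at least 8% versus neutral control, with both replicates also reaching 8%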;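 also: cells transiently co-express mutant CFTR-F508del with the halide-sensitive YFP; corrector assay measuring rescue of mutant channel to the surface after 24 h compound exposure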
Statin myotox sup: suppression of simvastatin myotoxicity | AID 602340 | 330,000 compounds, 0.78% hits | C2C12 myotubes + simvastatin, ATP luminescence, 48 h; scaled: DMSO 0, geranylgeraniol control 100 | rescue of ATP level, % at 7.49 µM;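 active = mean ATP rescue above about 67%, or every replicate alone reaching that limit, limit read from the data, passing the limit was not always enough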;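 also: myotubes were challenged with 10 µM simvastatin during compound exposure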
An asterisk follows results filed as active; / = not tested or not shown; [ ] = remark or other dose.

SMILES	Cneo AK release	GSIS activator	FN deposition inh	PGC1a acetyl inh	miR-122 sensor	PglD inh	F508del corr	Statin myotox sup
O=C(c1ccc2c(=O)n(-c3ccccc3)c(=O)[nH]c2c1)N1CCCCC1	0.6	-1.6	/	10.1	-4.2	3.7	-1.1	0.9
Cc1ccc(S(=O)(=O)N2CCN(C(=O)Cc3ccccc3)CC2)cc1	-11.4	/	-4.0	/	0.0	4.0	/	30.6
O=C(CN1CCN(S(=O)(=O)/C=C/c2ccccc2)CC1)Nc1ccccc1N1CCOCC1	/	7.2	2.8	6.1	/	/	1.0	/
O=C1OC(Oc2ccccc2)(c2ccccc2)c2ccccc21 (stereo not drawn)	-1.2	-22.8	-7.8	-21.0	7.1	-4.2	/	13.4
C[C@H](CO)N1C[C@H](C)[C@@H](CN(C)C)OCCCC[C@H](C)Oc2ccc(NS(=O)(=O)c3cccs3)cc2C1=O	5.8	7.3	-0.5	18.5	-2.9[16.7 µM]	0.2	-2.9	/
Cc1cc(C)c[n+](CC(=O)c2ccc(C)c([N+](=O)[O-])c2)c1	-0.3	-4.7	-0.5	-0.7	-3.1	-4.4	0.0	4.1
COc1ccc(OC)c(-c2oc3ccccc3c(=O)c2O)c1	0.2	/	7.8	5.0	-12.4	-2.1	/	-13.1
O=C(NCc1ccc(F)cc1)[C@H]1[C@H](CO)[C@H]2Cn3c(ccc(-c4cccnc4)c3=O)[C@@H]1N2	-0.8	4.4	/	-0.8	3.7[16.7 µM]	0.8	-3.0	9.0
Cc1c(C(=O)NNc2cc(=O)n(C)c(=O)n2C)cccc1[N+](=O)[O-]	-1.0	/	-2.6	-4.6	0.3	1.8	-1.4	-12.9
Cc1ccc(S(=O)(=O)N2CCC(C(=O)N(C)C3CCS(=O)(=O)C3)CC2)cc1 (stereo not drawn)	4.4	/	1.9	22.5	0.4	-1.4	/	-43.8
COC(=O)C1CCN(C(=O)C23CCC(C)(C(=O)O2)C3(C)C)CC1 (stereo not drawn)	1.1	/	/	-7.3	8.7	1.3	/	-1.0
COc1ccc(C(=O)N/N=C/c2ccc(N(C)c3ccccc3)cc2)cc1	-4.0	6.7	1.6	6.0	5.7	6.3	-0.5	/
CC(C)[C@H](NC(=O)C1CCN(C(=O)[C@@H]2CCCN2)CC1)C(=O)NCc1ccc(F)cc1	-1.9	/	/	1.4	-4.8	-0.5	-1.5	-9.1
CN(C)CCNC(=O)c1cccc2ccc(-c3ccc(-c4ccccc4)cc3)nc12	/	-12.2	/	7.2	-5.5	/	-0.4	/
C[C@H](CO)N1C[C@H](C)[C@@H](CN(C)Cc2ccc(C(F)(F)F)cc2)Oc2ccc(NC(=O)CCCN(C)C)cc2CC1=O	5.0	-4.7	/	0.3	4.4[16.7 µM]	-8.6	0.1	-0.7
COC(=O)c1ccc(NC(=O)CCN2CCCCC2)cc1	1.6	14.3	0.5	5.8	-5.7	-2.8	/	/
C[C@H](NC(=O)C[C@@H]1C[C@H]2c3cc(NS(=O)(=O)c4ccc(F)cc4)ccc3O[C@H]2[C@@H](CO)O1)c1ccccc1	10.0	-3.3	-20.4	3.9	1.8[16.7 µM]	4.4	-0.7	2.3
C#CCOCCOCCOCCNc1nc(N2CCN(C(=O)C([C@@H](C)O)n3cc([C@@H](N)CCCCN)nn3)CC2)nc(N2CCN(C(=O)[C@H](CC(N)=O)n3cc([C@@H](N)C(C)C)nn3)CC2)n1 (stereo partly drawn)	6.0	3.6	2.5	1.3	-2.8	-0.2	-1.6	-1.7
O=C(Nc1ccc(F)c(Cl)c1)c1cc(C2CCCN(S(=O)(=O)c3cccc4cccnc34)C2)on1 (stereo not drawn)	0.8	/	9.5	-1.3	4.1	-1.5	3.1	-13.2
CN(Cc1cccs1)C(=O)C1CC(=O)N(Cc2ccccc2)C1 (stereo not drawn)	/	8.5	2.0	/	/	/	-4.0	4.7
O=C(C[C@@H]1CC[C@H]2[C@@H](COC[C@H](O)CN2C(=O)Nc2ccccc2)O1)NCc1ccncn1	11.9	9.9	3.7	-10.2	-5.1[16.7 µM]	2.6	-0.3	-29.4
Cc1cc(C)n(-c2nc3ccccc3nc2N2CCN(S(=O)(=O)c3cccc(C#N)c3)CC2)n1	2.7	-40.3	-4.6	25.8	-4.2	2.3	1.3	-3.0
Cc1ccc(S(=O)(=O)N[C@@H]2CC[C@H](CC(=O)N3CCN(c4ccccc4)CC3)O[C@@H]2CO)cc1	-1.2	0.9	/	1.6	/	-1.4	3.9	6.7
CO[C@@H]1CN(C)C(=O)c2cc(NC(=O)C3CC3)ccc2OC[C@@H](C)N(C)C[C@@H]1C	-15.6	8.9	-3.5	4.1	/	7.2	0.6	-3.4
CCc1ccccc1NC(=O)Cn1c(=O)n(-c2ccc(CC(=O)NCC3CCCO3)cc2)c(=O)c2ccccc21 (stereo not drawn)	/	19.4	-0.5	-3.8	3.5	/	2.3	12.5

Additional entries:
SMILES	Cneo AK release	GSIS activator	FN deposition inh	PGC1a acetyl inh	miR-122 sensor	PglD inh	F508del corr	Statin myotox sup
CN1CC2([N+](=O)[O-])CC=C(Oc3ccccc3)C([N+](=O)[O-])(C1)C2 (stereo not drawn)	-1.1	/	5.7	-20.8	0.8	-1.3	/	-4.0
O=C(NC(=S)N1CCCc2ccccc21)c1ccco1	/	-13.9	1.6	-10.7	4.1	/	1.7	/
CC(C)NC(=O)N[C@@H]1CC[C@H](CCNS(=O)(=O)c2ccc(Cl)cc2)O[C@@H]1CO	3.7	3.1	/	13.1	/	-2.3	0.5	0.8
CC(C)NC(=O)Nc1ccc2c(c1)CC(=O)N([C@H](C)CO)C[C@H](C)[C@@H](CN(C)C(=O)NC(C)C)O2	-1.0	16.7	/	-2.0	-4.7[16.7 µM]	3.2	-1.4	2.3
CCCN1[C@@H]2c3ccc(-c4ccc(OC)cc4)c(=O)n3C[C@@H]2[C@@H](CO)[C@@H]1C(=O)NCC	-1.2	1.4	/	2.5	2.3[16.7 µM]	-0.9	0.5	8.6
CNc1cncc(-c2cc(OC)ccc2OC)n1	-0.5	-1.7	10.3	1.4	0.3	-3.6	1.8	1.2
COc1ccc(C2CC(c3ccccc3)Nc3ncnn32)cc1 (stereo not drawn)	1.2	5.8	0.7	-3.9	4.4	12.9	-0.3	-8.5
COc1cccc(C(c2nnnn2Cc2ccccc2)N2CCN(C(=O)c3ccco3)CC2)c1OC (stereo not drawn)	-0.1	/	/	-4.9	-0.8	4.2	/	-32.5
O=C1CN(C(=O)COC(=O)c2cccc(S(=O)(=O)NCc3ccccc3)c2)c2ccccc2N1	2.6	/	-3.4	-1.5	21.1	7.8	/	-8.7
COC(=O)c1ccc(CN2C(=O)C(C)N(C(=O)c3c(F)cccc3F)c3ccccc32)cc1 (stereo not drawn)	3.0	0.9	13.5	29.2	0.0	-1.1	-4.2	3.5
CCN(CC)C(=O)Oc1ccc2c(=O)c(-c3ccccc3)coc2c1	-0.7	/	/	-6.4	-4.4	-3.3	/	-59.4
CC(C)c1ccc(NC(=O)c2ccc(Br)o2)cc1	-2.3	/	-15.7	0.1	6.4	-1.9	/	/
COc1ccc(C#Cc2ccc([C@@H]3[C@H](CO)N4CCCCN(C)C[C@@H]34)cc2)cc1	38.4	-8.1	2.6	-37.2	6.6[16.7 µM]	-3.1	-4.9	30.5
C[C@@H]1CN([C@H](C)CO)C(=O)c2cc(NC(=O)Nc3ccc(F)cc3)ccc2O[C@H]1CN(C)Cc1ccncc1	44.7	4.5	/	3.4	-1.1[16.7 µM]	10.3	-0.5	-23.2
COc1cc(C(=O)ONC(=O)c2ccc(OC(F)F)cc2)cc(OC)c1OC	6.2	-0.9	7.5	/	/	4.2	0.0	3.1
COc1ccc(S(=O)(=O)Nc2cccc3c2O[C@H](CN(C)CC2CC2)[C@@H](C)CN([C@@H](C)CO)C3=O)cc1	1.8	6.7	/	-5.0	5.3[16.7 µM]	-1.3	-2.3	-7.4
Cc1cccc(N(C(=O)c2snc(C(N)=O)c2N)C(C(=O)NCC2CCCO2)c2c[nH]c3ccccc23)c1 (stereo not drawn)	1.7	-9.1	1.7	/	5.8	4.0	0.8	-6.4
NC(=O)c1ccc(NC(=O)COC(=O)c2ccc3c(c2)OCO3)cc1	-0.1	16.1	-15.3	-1.5	/	6.4	-0.1	-3.0
CCn1ccnc1CN(C)Cc1cn(-c2ccc(C)cc2)nc1-c1ccc(F)cc1	17.6	6.8	4.9	-4.1	-4.0	-2.2	2.6	-5.5
N#C[C@@H]1[C@@H](c2ccc(/C=C/c3ccccc3)cc2)[C@@H](CO)N1C(=O)C1CC1	-0.3	0.6	4.3	-2.3	/	5.9	-0.4	13.4
CC(C)NC(=O)Nc1cccc2c1O[C@@H](CN(C)Cc1ccc(Oc3ccccc3)cc1)[C@@H](C)CN([C@H](C)CO)C2=O	2.5	4.7	/	-10.5	-1.0[16.7 µM]	-0.8	5.4	30.8
C[C@@H]1CN([C@H](C)CO)C(=O)c2cc(N(C)C)ccc2O[C@@H]1CN(C)Cc1ccc2c(c1)OCO2	-11.0	-3.7	-0.1	-12.3	-4.9[16.7 µM]	6.1	-2.2	32.6
NNC(=O)CNC(c1ccccc1)c1cc(Br)ccc1NC(=O)c1ccccc1Br (stereo not drawn)	-3.6	/	1.0	-1.8	-0.7	1.0	/	/
O=C(c1ccc(-c2ccccc2)c(F)c1)C1CCCN(CCCn2cccn2)C1 (stereo not drawn)	-0.4	-29.9	5.0	6.5	-1.0	1.0	-2.5	/
CC(NC(=O)COC(=O)CCc1nc2ccccc2c(=O)[nH]1)c1ccccc1 (stereo not drawn)	9.1	8.7	14.9	-0.4	3.2	1.9	5.1	7.1
CN1CCCCN2[C@@H](CO)[C@H](c3ccc(Br)cc3)[C@@H]2C1	0.1	8.8	/	6.5	17.5[16.7 µM]	-14.1	-1.2	-1.9
Cc1ccc2cc(COC(=O)c3ccco3)c(=O)[nH]c2c1	0.3	-0.2	/	-0.9	0.3	-0.9	/	-2.3
C[C@@]12C(=O)Nc3ccc(F)cc3C(=O)N1[C@H]1c3cc(Br)ccc3OC[C@@H]1[C@@H]2c1ccccc1	5.5	-24.0	-15.3	-10.9	-7.4	-0.7	-1.9	-26.9
CNC[C@@H]1OCCCC[C@H](C)Oc2ccc(NC(=O)Nc3ccc(OC)cc3)cc2C(=O)N([C@@H](C)CO)C[C@H]1C	/	-0.6	-5.1	-2.6	38.1[16.7 µM]	/	2.2	-31.3

A second format for some results above.
mol | Cneo AK release | GSIS activator | FN deposition inh | PGC1a acetyl inh | miR-122 sensor | PglD inh | F508del corr | Statin myotox sup
O=C(NC(=S)N1CCCc2ccccc21)c1ccco1 | / | -13.9 | 1.6 | -10.7 | 4.1 | / | 1.7 | /
CC(C)NC(=O)N[C@@H]1CC[C@H](CCNS(=O)(=O)c2ccc(Cl)cc2)O[C@@H]1CO | 3.7 | 3.1 | / | 13.1 | / | -2.3 | 0.5 | 0.8
CC(C)NC(=O)Nc1ccc2c(c1)CC(=O)N([C@H](C)CO)C[C@H](C)[C@@H](CN(C)C(=O)NC(C)C)O2 | -1.0 | 16.7 | / | -2.0 | -4.7[16.7 µM] | 3.2 | -1.4 | 2.3
CCCN1[C@@H]2c3ccc(-c4ccc(OC)cc4)c(=O)n3C[C@@H]2[C@@H](CO)[C@@H]1C(=O)NCC | -1.2 | 1.4 | / | 2.5 | 2.3[16.7 µM] | -0.9 | 0.5 | 8.6
CNc1cncc(-c2cc(OC)ccc2OC)n1 | -0.5 | -1.7 | 10.3 | 1.4 | 0.3 | -3.6 | 1.8 | 1.2
